Screening data deposited in PubChem BioAssay by National Center for Advancing Translational Sciences (NCATS).
SW480 rereplic – DNA re-replication induction in SW480 cells. AID 624297. SW480 DNA re-replication, Hoechst DNA content imaging, 48 h. 1.8% of 340,000 active. Potency, µM (top dose mostly 46.1 µM), for the others: top-dose re-replication activation, hits mostly activators; further: potency means the concentration at half of the fitted maximal effect; % of control where 0% means no effect; nearly all actives have a fitted effect of over 55% in size
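Cells (250 per well) received 23 nL compound or DMSO by pin tool and were kept 48 hr at 37 C, 5% CO2. Nuclei were then stained with Hoechst for 40 min and scanned for DNA content.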
KB-3-1 tox – KB-3-1 parental cell cytotoxicity; KB-3-1 viability, CellTiter-Glo ATP luminescence, 72 h; Potency, µM (top dose mostly 46.1 µM), inactives show at the highest dose activity change, negative = cytotoxic, hits mostly cytotoxic; 1.4% of 400,000 active; further: potency means the concentration at half of the fitted maximal effect; on the % scale 0 is the no-effect control and ±100 the full control effect; nearly all actives have a fitted effect of over 60% in size
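72 h, 37 °C compound treatment of KB-3-1 parental cells; CellTiter-Glo added, 10 min, luminescence read. Data corrected against DMSO-only plates and normalized before curve fitting.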
HT1080 IDH1KD tx – kills HT-1080 cells with IDH1 knockdown. 2% of 360,000 active. Potency, µM (titrated, usually from 46.1 µM), without a hit: top-dose activity, negative = toxicity, usual class: cytotoxic. HT-1080 IDH1 knockdown viability, ATP luminescence, 48 h;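 further: potency means the concentration at half of the fitted maximal effect; 0% = DMSO wells and -100% = cell-free medium wells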
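CellTiter-Glo luminescence after 48 h compound exposure at 37 degrees C of IDH1-knockdown HT-1080 cells in 5% FBS RPMI. %Activity scaled between DMSO wells and cell-free media wells, with curves fitted and assigned curve classes.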
DRD3 agonist – D3 dopamine receptor (human) agonism | P35462 | 0.58% of 410,000 active | D3R DiscoveRx beta-arrestin cells, luminescence, 90 min | AID 652048 | max activation, %; in the data active means max activation above about 30%; further: 0% is about no effect; mostly tested at two doses, the higher about 12 µM
Target sequence (P35462 whole entry, looked up): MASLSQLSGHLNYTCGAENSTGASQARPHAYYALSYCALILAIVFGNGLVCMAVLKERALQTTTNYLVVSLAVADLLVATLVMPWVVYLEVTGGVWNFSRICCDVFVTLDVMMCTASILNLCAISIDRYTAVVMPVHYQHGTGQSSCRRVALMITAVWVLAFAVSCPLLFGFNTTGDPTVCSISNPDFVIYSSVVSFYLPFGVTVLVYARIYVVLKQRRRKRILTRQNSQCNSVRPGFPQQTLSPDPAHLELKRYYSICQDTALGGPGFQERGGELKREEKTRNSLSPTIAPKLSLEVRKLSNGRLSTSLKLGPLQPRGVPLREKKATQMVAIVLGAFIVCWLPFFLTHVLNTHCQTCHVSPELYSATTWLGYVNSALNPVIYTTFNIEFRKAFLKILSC
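Agonist mode: compounds and dopamine controls were applied to plated cells for 90 min at 37 degrees C after an overnight attachment at 1500 cells/well. Luminescent read-out followed 30 - 60 minutes at room temperature with DiscoveRx detection reagent.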
KB-V1 cytotox – KB-V1 MDR subline cytotoxicity. 3.4% of 400,000 active. Potency, µM (doses to about 46.1 µM), for inactives: at the highest dose activity change, negative = cytotoxicity, most hits filed as cytotoxic. AID 1347076. KB-V1 MDR cells viability, CellTiter-Glo, 72 h; further: potency means the concentration at half of the fitted maximal effect; on the % scale 0 is the no-effect control and ±100 the full control effect; nearly all actives have a fitted effect of over 60% in size
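Luminescent ATP read-out (CellTiter-Glo, 10 min) measures survival of drug-selected KB-V1 MDR cells after 72 h, 37 degrees C compound exposure. Medium: phenol-red-free DMEM, 10% FBS. Values from fitted concentration-response curves.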
IL1B secr inh – blocks inflammasome-driven IL-1 beta release | activity change, % at 57.5 µM | THP-1 LPS/ATP IL-1B secretion, AlphaLISA, 16 h; hits give low values | 4.7% of 360,000 active; in the data active means activity change below about -50%; inconclusive means mostly about -30% to -49%; further: on the % scale 0 is the no-effect control and ±100 the full control effect
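THP-1 cells pretreated 1 hr with compounds (up to 57.5 uM final), then stimulated with LPS (250 ng/mL final) plus ATP (1.25 mM final); secreted IL-1B measured by AlphaLISA after 16 hr, decreased signal indicating inhibition.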
HT1080-NT tox – kills 2HG-producing HT-1080-NT fibrosarcoma cells | HT-1080-NT fibrosarcoma viability, CellTiter-Glo ATP luminescence, 48 h | Potency, µM (series often up to 46.1 µM), inactives show at the highest dose activity, negative = less viability, most hits filed as cytotoxic | 1.6% of 360,000 active | AID 686970;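 further: NT is the 2HG producing partner of a matched IDH1 knockdown line; potency means the concentration at half of the fitted maximal effect; 0% = DMSO-treated cells and -100% = media-only wells without cells; nearly all actives have a fitted effect of over 55% in size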
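Toxicity toward the 2HG-producing NT line was scored as %Activity, normalised to DMSO and no-cell wells, from CellTiter-Glo luminescence after 48 hours' treatment.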
GLP1R cytotox – cytotoxicity in counter-screen for GLP-1R inverse agonists; Potency, µM (titrated, usually from 38.3 µM), without a hit: top-dose activity change, negative = inhibition, usual class: inhibitors; HEK293 cAMP-luciferase reporter cells, luminescence, 24 h; 0.13% of 410,000 active; AID 624418;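 further: loss of luciferase light is scored as toxicity; potency means the concentration at half of the fitted maximal effect; on the % scale 0 is the no-effect control and ±100 the full control effect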
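Luminescence readout: signal drop marks cytotoxicity. Plated cells grew 12 h at 37 °C, 5% CO2, received 23 nL compound for 24 h, then got luciferase reagent, read after 12 min at RT.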
MCF10A rereplic – DNA re-replication induction in MCF 10a cells; MCF 10A DNA re-replication, Hoechst nuclear intensity, 48 h; Potency, µM (titrated, usually from 46.1 µM), for the others: at the highest dose activity, positive = re-replication, hits mostly activators; 2.9% of 350,000 active; further: potency means the concentration at half of the fitted maximal effect; % of control where 0% means no effect; nearly all actives have a fitted effect of over 50% in size
* hit, by the source's call; i = inactive; ? = inconclusive; . = no result given; [ ] = dose if it differs, or a comment. Unless noted, the call rests on the fitted dose curve; in most records, active means well fitted curve in the direction sought with a large enough effect; inconclusive means small, poorly fitted or top-dose-only effect, or another doubt; inactive means no such curve, though single readings can be large; an effect the other way counts as inactive or inconclusive. Hits appear at their usual frequency; overall some 11% were active at least once.

1	COc1ccc(S(N)(=O)=O)cc1C(=O)OCC(=O)Nc1ncc(Cl)c(C)c1Cl
2	COc1ccc(OC)c2sc(NC(=O)c3ccc(S(=O)(=O)N4CCCC4)cc3)nc12
3	CCOC(=O)c1c(NC(=O)CSc2nnc(Cc3csc(N)n3)n2C)sc(C)c1C
4	O=C(Nc1ccccc1)C1CCN(C(=O)c2ccco2)CC1
5	Cc1cc(C)n2nc(C(=O)N/N=C/c3ccccc3Cl)nc2n1
6	Cc1cc(Cn2nnc3ccccc32)c(O)c(C(C)(C)C)c1
7	CN(C)C(=O)c1ccccc1Sc1ccc(Cl)cc1Cl
8	C=CCn1c(SCC(=O)NCC)nnc1-c1cc2c(s1)CCC(CC)C2 (stereo not drawn)
assay / entry	1	2	3	4	5	6	7	8
SW480 rereplic	-3%	.	?	-2%	-8%	-1%	-1%	0%
KB-3-1 tox	2%	-3%	-1%	9%	13%	-14%	-18%	0%
HT1080 IDH1KD tx	-10%	.	-3%	16%	-3%	-4%	-17%	-12%
DRD3 agonist	-1	0	7	6	4	-44	2	-4
KB-V1 cytotox	12%	0%	5%	2%	-5%	0%	0%	?
IL1B secr inh	43	.	-9	4	-9	25	7	-12
HT1080-NT tox	-10%	.	0%	20%	1%	-10%	-1%	1%
GLP1R cytotox	2%	-6%	-27%	3%	3%	9%	0%	-5%
MCF10A rereplic	-61%[inhibitor]	.	27%	1%	-1%	?	-1%	?

9	COC(=O)c1ccc(CO/N=C(\NC(C)=O)c2nonc2NC(C)=O)cc1
10	Cc1nn(Cc2ccccc2Cl)c(C)c1NC(=O)c1ccn(C)n1
11	Cc1ccc(S(=O)(=O)c2cc(C#N)c(=O)[nH]c2N)cc1
12	O=C(NC1CCCCCC1)C1CCC(=O)N(Cc2ccccc2F)C1 (stereo not drawn)
13	COc1ccc(C2NN=C(c3ccc(C)cc3)S2)cc1 (stereo not drawn)
14	CCOC(=O)N1CCN(S(=O)(=O)N2CCCC(C(=O)NCCc3ccccc3)C2)CC1 (stereo not drawn)
15	Cc1ccc2c(=O)c(C(=O)c3ccc(Cl)cc3)cn(CC(=O)NC3CCCCC3)c2n1
16	COc1ccc(OC)c(C2=C[N+](=O)C(C)(C)C(C)(C)N2[O-])c1
assay / entry	9	10	11	12	13	14	15	16
SW480 rereplic	-4%	-79%[inhibitor]	-1%	?	-13%	-17%	.	1%
KB-3-1 tox	-1%	1%	15%	14%	2%	4%	10%	0%
HT1080 IDH1KD tx	9%	2%	2%	-1%	15%	12%	.	10%
DRD3 agonist	9	0	1	-2	0	0	-9	0
KB-V1 cytotox	11%	?	13%	-26%	-1%	-1%	16%	16%
IL1B secr inh	36	10	16	i	-23	-1	.	-2
HT1080-NT tox	2%	12%	1%	1%	12%	19%	.	-3%
GLP1R cytotox	2%	1%	-1%	2%	-9%	?	0%	-1%
MCF10A rereplic	-6%	-20%	22%	-8%	0%	-5%	.	3%

17	O=C1NC(=O)c2cc(NC(=O)C3COc4ccccc4O3)ccc21 (stereo not drawn)
18	CC1SC(c2ccc(Cl)cc2)NC1=O (stereo not drawn)
19	COC(=O)[C@H](C)N(Cc1ccc(Cl)c(Cl)c1)S(=O)(=O)CCN1CCN(c2ccccc2)CC1
20	COc1cccc2sc(N(CCCN(C)C)C(=O)c3ccc(S(=O)(=O)N4CCCc5ccccc54)cc3)nc12
21	CC1CCN(CC(=O)NC2CCCCC2)CC1
22	COc1ccc(/C=C/C(=O)NC(=S)Nc2ccccn2)cc1
23	CSc1nc(Cc2ccccc2)cc(=O)[nH]1
24	COc1cccc(-n2c(-c3ccc4[nH]c(C)c(C)c4c3)n[nH]c2=S)c1
assay / entry	17	18	19	20	21	22	23	24
SW480 rereplic	0%	-14%	?	?	-1%	-19%	-9%	-6%
KB-3-1 tox	1%	13%	?	?	-2%	3%	0%	2%
HT1080 IDH1KD tx	-3%	9%	1%	?	15%	5%	3%	-19%
DRD3 agonist	-9	3	-32	-19	-9	3	7	13
KB-V1 cytotox	3%	?	-10%	?	-1%	-3%	16%	?
IL1B secr inh	-30	1	-2	-50*	-7	-6	29	-4
HT1080-NT tox	-1%	1%	0%	18µM*	17%	-7%	29%	-21%
GLP1R cytotox	-1%	1%	-1%	?	6%	1%	-16%	3%
MCF10A rereplic	0%	-4%	?	?	4%	0%	-13%	18%

Entries from the list above that have an NH in an aromatic ring (3):
11	Cc1ccc(S(=O)(=O)c2cc(C#N)c(=O)[nH]c2N)cc1
23	CSc1nc(Cc2ccccc2)cc(=O)[nH]1
24	COc1cccc(-n2c(-c3ccc4[nH]c(C)c(C)c4c3)n[nH]c2=S)c1
assay / entry	11	23	24
SW480 rereplic	-1%	-9%	-6%
KB-3-1 tox	15%	0%	2%
HT1080 IDH1KD tx	2%	3%	-19%
DRD3 agonist	1	7	13
KB-V1 cytotox	13%	16%	?
IL1B secr inh	16	29	-4
HT1080-NT tox	1%	29%	-21%
GLP1R cytotox	-1%	-16%	3%
MCF10A rereplic	22%	-13%	18%

Later entries.
25	COC(=O)CCC(=O)NNC(=O)CCCOc1ccc(Cl)cc1Cl
26	COc1ccc(CN2CCN(CCCc3ccccc3)C(CCO)C2)c(O)c1 (stereo not drawn)
27	C=C(C)CN=C1SC(C(=O)Nc2sc3c(c2C(=O)OC)CCC3)C(N)=C1C(N)=O (stereo not drawn)
28	CCOC(=O)c1cnn(-c2ccccc2)c1-n1cccc1C(=O)C(=O)Nc1ccccc1C(F)(F)F
29	Cc1ccccc1OCc1nnc(SCC(=O)NC2CCCCC2)o1
30	CCNC(=S)NCc1ccc(OC)c(OC)c1
31	O=C(COC(=O)c1ccc(F)cc1Cl)NC1CCCCCCC1
32	Nc1ccc(C(=O)OCCCc2nc3ccccc3[nH]2)cc1
assay / entry	25	26	27	28	29	30	31	32
SW480 rereplic	-2%	3%	?	5%	-7%	-6%	-1%	-5%
KB-3-1 tox	-2%	-7%	?	?	0%	2%	-5%	0%
HT1080 IDH1KD tx	0%	4%	-8%	-9%	6%	17%	17%	-11%
DRD3 agonist	2	-12	0	-5	-11	8	-3	-18
KB-V1 cytotox	0%	0%	9.2µM*	-20%	?	-2%	-9%	-25%
IL1B secr inh	2	7	-3	0	-7	11	21	-7
HT1080-NT tox	9%	7%	-7%	-13%	4%	10%	2%	-13%
GLP1R cytotox	11%	-10%	10%	3%	1%	2%	-2%	7%
MCF10A rereplic	-23%	-2%	4.1µM*	7%	-15%	-1%	-8%	?

33	O=C(CSc1ccc(Cl)cc1)Nc1cccc(-c2nc3ncccc3o2)c1
34	CCOC(=O)c1c(NC(=O)C(C)S(=O)(=O)c2cn(CC)c3ccccc23)sc2c1CCCC2 (stereo not drawn)
35	O=C(Nc1cc(Cl)ccc1N1CCOCC1)c1ccc(F)c(S(=O)(=O)N2CCOCC2)c1
36	CCN(CC)CC(=O)c1c[nH]c2ccc(OC)cc12
37	CCN(CC)S(=O)(=O)c1cccc(NC(=O)CCSc2ccc(Cl)cc2)c1
38	S=c1[nH]nc(CNc2cccc(Cl)c2)o1
39	CC(OC(=O)c1cccc(-n2cnnn2)c1)C(=O)Nc1ccc(F)c(F)c1F (stereo not drawn)
40	O=S(=O)(c1cccc(C(F)(F)F)c1)N1CCCC1c1cccnc1 (stereo not drawn)
assay / entry	33	34	35	36	37	38	39	40
SW480 rereplic	3%	7%	-5%	-2%	24%	4%	-86%[inhibitor]	?
KB-3-1 tox	?	-21%	-1%	17%	?	1%	14%	-17%
HT1080 IDH1KD tx	-4%	-6%	-2%	-2%	-25%	20%	0%	0%
DRD3 agonist	13	3	1	1	2	5	-6	1
KB-V1 cytotox	15µM*	-9%	-9%	17%	?	-2%	?	?
IL1B secr inh	?	-14	8	5	2	13	12	.
HT1080-NT tox	16%	4%	-8%	-4%	-26%	12%	3%	0%
GLP1R cytotox	3%	1%	10%	-6%	-5%	5%	-11%	7%
MCF10A rereplic	12%	-3%	-2%	?	?	3%	-6%	18%

41	Cc1ccc(C2(C)NC(=O)N(CC(=O)Nc3ccc4c(c3)CCC4)C2=O)cc1 (stereo not drawn)
42	CCOC(=O)N1CCC(NC(=O)c2oc3c(C)c(C)ccc3c2C)CC1
43	C[C@H](CO)N1C[C@H](C)[C@@H](CN(C)S(=O)(=O)c2ccc3ccccc3c2)OCc2cn(nn2)CCCC1=O
44	CCCCn1c(=O)[nH]c2c(oc3ccccc32)c1=O
45	C=CCOC(=O)C1=C[C@@H](c2csc3ccccc23)[C@H](CCCO)[C@@H](OCC)O1
46	COc1ccc(NC(=O)/C=C/c2ccccc2)cn1
47	COc1cc(NC(=O)CSc2nc(C)c(C)c(C)n2)cc(OC)c1
48	COc1ccc(NCc2cc3cc4c(cc3n(CC(=O)Nc3cc(C)ccc3C)c2=O)OCCO4)cc1
assay / entry	41	42	43	44	45	46	47	48
SW480 rereplic	6%	-3%	.	29%	-5%	-1%	-1%	.
KB-3-1 tox	-2%	-25%	23%	0%	0%	6%	-2%	?
HT1080 IDH1KD tx	0%	0%	-4%	2%	-2%	11%	1%	.
DRD3 agonist	0	5	-5	19	19	11	2	-2
KB-V1 cytotox	-20%	?	6%	19%	?	-5%	?	?
IL1B secr inh	-25	-15	-27	14	25	0	51	.
HT1080-NT tox	2%[9.24 µM]	5%	15%	2%	6%	16%	0%	.
GLP1R cytotox	6%	7%	-7%	0%	1%	17%	-1%	-1%
MCF10A rereplic	-2%	?	.	3%	9%	-2%	-7%	.
